# Screens deposited in PubChem BioAssay by National Center for Advancing Translational Sciences (NCATS).
# p53ts 39C kill = qHTS Screen for Compounds that Selectively Target Cancer Cells with p53 Mutations: Cytotoxicity of p53ts Cells at the Nonpermissive Temperature; Potency, µM (series often up to 46.1 µM), inactives show top-dose activity change, negative = cell killing, usual class: cytotoxic; hit rate 1.5% among 130,000; H1299-p53A138V viability at 39C, ATP luminescence, 24 h; AID 902, 2007; also: nearly all actives have a fitted effect of over 55% in size
# Imprint erasure = qHTS Assay for Compounds that Induce Erasure of Genomic Imprints. mouse ES Peg3-LacZ reporter, beta-gal luminescence, 40 h. Potency, µM (doses to about 60.7 µM), inactives show at the top dose activity change, positive = activation, most hits filed as activators. hit rate 0.02% among 110,000;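 also: 0% = negative control wells on the plate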
#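 Each well holds 300 Peg3LacZ-Neo (maternal) female ES cells incubated 40 h at 37C, 5% CO2. LacZ is measured by BetaGlo luminescence, with AC50 and maximum efficacy derived from dose-response curves.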
# p53ts 32C kill = qHTS Screen for Compounds that Selectively Target Cancer Cells with p53 Mutations: Cytotoxicity of p53ts Cells at the Permissive Temperature; hit rate 0.93% among 130,000; AID 924, 2007; H1299-p53A138V at 32C, ATP luminescence viability, 24 h; Potency, µM (top dose mostly 46.1 µM), inactives show top-dose activity change, negative = cytotoxicity, actives largely listed as cytotoxic;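 also: 0% = DMSO and -100% = full killing by reference compound; nearly all actives have a fitted effect of over 55% in size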
#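 Viability by ATPlite luminescence after 24 h compound treatment (up to 46 uM) at the permissive 32C. Cells are H1299 carrying p53 A138V. Scale runs from DMSO basal to 100 uM tamoxifen as full kill; AC50 from Hill fits.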
# IkB sig inh = IkB Signaling; Potency, µM (highest dose often 57.1 µM), for the others: at the top dose IkBa stabilization activation; AID 445, 2006; ABC-DLBCL IkBa-CBG/CBR dual luciferase ratio, 4 h; response scale: scaled: untreated 0%, proteasome inhibitor 100%; hit rate 0.04% among 110,000; active = well fitted curve in the direction sought with a large enough effect in the signal ratio, not every such curve was filed as active; inconclusive = small, poorly fitted or top-dose-only effect, or a change in a side signal; the % refers to the signal ratio;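 also: the direction sought is a rising ratio; 0% = basal untreated cells and 100% = reference inhibitor full response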
#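 Luminescence ratio of IκBα-fused green versus native red beetle luciferase in OCI-Ly3 cells, 4 h post-doxycycline with compound; red signal alone, scaled from basal (0%) to zero light (-100%), flagged nonspecific or cytotoxic effects.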
# * hit, by the source's call; ? = inconclusive; / = not tested or not shown; [ ] = remark or other dose. Unless noted, calls follow the shape of the dose curve; as a rule, active = well fitted curve in the direction sought with a large enough effect; inconclusive = small, poorly fitted or top-dose-only effect, or another doubt; inactive = no such curve, though single readings can be large; an effect the other way counts as inactive or inconclusive. Unless noted, % is scaled to controls: 0 for no effect and ±100 for the full control effect; potency is read from the fitted curve at half-maximal effect.
SMILES,p53ts 39C kill,Imprint erasure,p53ts 32C kill,IkB sig inh
COc1ccc(N2CCN(C(=O)c3ccc4c(Cl)c5c(nc4c3)CCCC5)CC2)cc1,?,-7.8%[10.9 µM],5.6%,0.1%
O=C1CSC(c2cn(-c3ccccc3)nc2-c2ccccc2)N1Cc1ccco1 (stereo unspecified),7.8%,-18.8%,18.4%,?
COc1ccc(OC)c(-c2nnc(SCC(=O)N3CCCc4ccccc43)o2)c1,-3.9%,-33.0%[inhibitor],0.4%,0.4%
COc1ccc(S(=O)(=O)NCC(c2ccco2)S(=O)(=O)c2ccc(C)cc2)cc1F (stereo unspecified),-6.5%,-8.7%[10.9 µM],1.1%,1.3%
O=C(Nc1ccccn1)c1cccc(S(=O)(=O)N2CCCCC2)c1,4.4%,-9.5%,1.3%,0.3%
COc1ccc(OC)c2sc(N3CCN(c4ccccc4)CC3)nc12,-28.1%,-8.8%,-23.7%,3.7%
Cc1cc(C)c2[nH]c(=O)c(C(c3nnnn3Cc3ccc4c(c3)OCO4)N3CCCCC3)cc2c1 (stereo unspecified),14.7%,-3.7%,6.3%,0.8%
O=C(Nc1ccccc1)N(CCCN1CCOCC1)Cc1ccccc1F,4.0%,-20.7%,-1.1%,-2.5%
O=C(Nc1cccnc1)C1CC(c2ccc(Cl)c(Cl)c2)=NO1 (stereo unspecified),-4.5%,-15.7%,7.5%,1.5%
COC(=O)c1ccc(CN2C(=O)c3ccccc3S2(=O)=O)cc1,-8.1%,-23.5%,0.3%,1.1%
Cc1ccc(NC(=O)CSc2nc(C)c(Cc3ccccc3)c(=O)[nH]2)cc1,-12.1%,-11.1%[10.9 µM],-6.2%,?
CCCc1nc(C)c(-c2ccc(OC)c(OC)c2)c(=O)[nH]1,-2.9%,-4.3%,29.7%,-0.8%
CCOC(=O)c1cccc(NC(=O)CCc2nc(-c3ccccc3F)no2)c1,-6.4%,-22.2%,20.0%,?
Cn1c(=O)[nH]c(=O)c2c1ncn2CCN1CCCCC1,-2.0%,15.4%,2.1%,1.0%
CCc1n[nH]c(=O)n1Cn1c(CC)n[nH]c1=O,-2.6%,12.7%,6.0%,0.8%
Nc1cccc2c1C(=O)N(C(=O)c1ccc(S(=O)(=O)N3CCCCCC3)cc1)C2=O,-20.9%,10.4%,-8.7%,0.7%
Cc1ccc(-c2nn3c(C)nnc3s2)cc1NC(=O)c1ccco1,-17.6%,-5.1%,8.1%,3.5%
O=C(Nc1cccc(S(=O)(=O)c2cccc(NC(=O)C3CC3)c2)c1)C1CC1,-2.1%,-14.4%,-1.8%,?
COc1ccc(-c2ccc(NS(=O)(=O)c3cccc(C)c3)cc2)nn1,-3.9%,-15.7%[10.9 µM],-9.8%,-1.5%
COc1ccc(Cn2c(C(=O)O)c(CNCc3ccc(SC)cc3)c3ccc(OC)cc32)cc1,-12.0%,-8.5%[10.9 µM],-4.9%,-0.6%
CCN(c1ncnc2c1c(-c1ccccc1)cn2-c1ccccc1)C1CCCCC1,-1.1%,-10.0%[10.9 µM],-1.8%,?
O=C(c1ccco1)N1CCN(c2cc(C(F)(F)F)nc3ncnn23)CC1,-7.3%,-3.1%,-6.6%,-0.5%
CCCc1nnc(NC(=O)CCCC(=O)O)s1,13.7%,-4.0%,1.6%,1.3%
Cc1cccc(NC(=O)Cn2c(C(F)(F)F)nc3ccccc32)c1C,?,17.3%[10.9 µM],-3.0%,2.6%
C[C@@H](C(=O)NCc1nc2ccccc2[nH]1)[C@@H]1C[C@@]1(C)[C@@H](NC(=O)OCc1ccccc1)c1ccccc1,-19.4%,-8.2%,3.7%,/

# Among those listed so far, these contain a halogen:
SMILES,p53ts 39C kill,Imprint erasure,p53ts 32C kill,IkB sig inh
COc1ccc(N2CCN(C(=O)c3ccc4c(Cl)c5c(nc4c3)CCCC5)CC2)cc1,?,-7.8%[10.9 µM],5.6%,0.1%
COc1ccc(S(=O)(=O)NCC(c2ccco2)S(=O)(=O)c2ccc(C)cc2)cc1F (stereo unspecified),-6.5%,-8.7%[10.9 µM],1.1%,1.3%
O=C(Nc1ccccc1)N(CCCN1CCOCC1)Cc1ccccc1F,4.0%,-20.7%,-1.1%,-2.5%
O=C(Nc1cccnc1)C1CC(c2ccc(Cl)c(Cl)c2)=NO1 (stereo unspecified),-4.5%,-15.7%,7.5%,1.5%
CCOC(=O)c1cccc(NC(=O)CCc2nc(-c3ccccc3F)no2)c1,-6.4%,-22.2%,20.0%,?
O=C(c1ccco1)N1CCN(c2cc(C(F)(F)F)nc3ncnn23)CC1,-7.3%,-3.1%,-6.6%,-0.5%
Cc1cccc(NC(=O)Cn2c(C(F)(F)F)nc3ccccc32)c1C,?,17.3%[10.9 µM],-3.0%,2.6%

# Remaining list, next part:
SMILES,p53ts 39C kill,Imprint erasure,p53ts 32C kill,IkB sig inh
Cc1cccc(N(CC(N)=O)S(C)(=O)=O)c1C,8.9%,-1.6%,-3.8%,-1.5%
C=CCNC(=O)c1cc(-c2ccccc2O)on1,-14.2%,-12.2%,-14.9%,?
c1cc(CNc2ccc3c(c2)OCCO3)ccn1,11.5%,-22.1%,-0.9%,-0.8%
Cc1ccc(S(=O)(=O)N2CCC(N3CCN(Cc4ccccc4)C(=O)C3=O)CC2)cc1C,-5.2%,-5.9%[10.9 µM],6.3%,1.7%
CCc1ccccc1NC(=O)c1cc(S(=O)(=O)N2CCCC2)cn1C,-5.0%,-7.5%[10.9 µM],-5.1%,?
Cc1ccc(-c2c3c(=O)n(C)c(=O)n(C)c3cn2Cc2ccccn2)cc1,5.8%,7.0%,4.1%,2.4%
O=C(/C=C/c1ccc(OCc2ccccc2)cc1)c1cccs1,4.1%,-18.9%,?,/
CS(=O)(=O)N1CCN(c2ccccc2NC(=O)c2ccc3ccccc3c2)CC1,12.4%,/,-11.1%,/
COCc1nc(-c2ccc(-c3ccccc3)nc2OC)no1,-7.9%,-14.3%,-3.3%,0.4%
CCOC(=O)c1c(-c2ccccc2)oc2ccc(NS(=O)(=O)c3ccc(C(C)C)cc3)cc12,?,-8.6%[10.9 µM],15.6%,?
CCOc1ccc(NC(=O)Cn2c(=O)n(CCCC(=O)NCc3ccc4c(c3)OCO4)c(=O)c3ccccc32)cc1,2.8%,-4.2%[10.9 µM],9.6%,4.2%
O=C(CCn1nnc2ccccc2c1=O)N[C@@H](Cc1ccccc1)C(=O)O,7.9%,-6.0%,3.8%,-0.9%
c1ccc(C2=Nn3c(nnc3-c3ccncc3)SC2)cc1,24.8%,28.3%,6.0%,-1.0%
COc1ccc(N2C(=O)CC(N3CCCC4CCCCC43)C2=O)cc1 (stereo unspecified),6.6%,0.9%,-7.3%,-0.2%
COc1cccc(-c2nc(CS(=O)(=O)CC(=O)NCCCN3CCc4ccccc4C3)c(C)o2)c1,-24.0%,-24.6%,-18.6%,?
COc1cc(CN(C(=O)COc2ccc(C)cc2)c2ccccn2)cc(OC)c1OC,-5.0%,-19.2%[10.9 µM],-18.0%,-1.1%
CN(C)S(=O)(=O)c1ccc2c(c1)N(CC(=O)NCc1ccc(F)cc1)C(=O)CS2,-4.0%,-1.6%[10.9 µM],-2.1%,0.8%
COc1ccc(/C=C/C(=O)c2ccc[nH]2)c(OC)c1OC,?,/,?,/
CCn1c(=O)c2sccc2n2c(CCCC(=O)N3CCN(c4cccc(Cl)c4)CC3)nnc12,17.7%,-5.7%[10.9 µM],4.6%,1.1%
CCCN1CCN(CCCNC(=O)c2cc3c(=O)n(CC)c4ccccc4c3s2)CC1,?,-12.8%[10.9 µM],-3.1%,?
Cc1ccc2c(c1)NC(=O)C(CC(=O)NCCCN1CCCC1=O)O2 (stereo unspecified),5.6%,0.3%,5.2%,0.8%
C=CCn1c(C)cc(C(=O)COC(=O)C2CC(=O)N(Cc3ccccc3)C2)c1C (stereo unspecified),-7.6%,-7.9%,-3.9%,-0.4%
Cc1nnc(SCC(=O)Nc2sc3c(c2C#N)CCCC3)[nH]c1=O,12.5%,-1.7%,-2.7%,3.1%
COc1cc(NC(=O)Cn2ncc3c(=O)oc4ccccc4c32)cc(OC)c1OC,28.4%,1.4%[10.9 µM],3.7%,0.3%
Cc1cc(=O)n(CC(C)O)c(O)c1C#N (stereo unspecified),4.0%,-0.6%,-5.4%,0.5%

# Next section
SMILES,p53ts 39C kill,Imprint erasure,p53ts 32C kill,IkB sig inh
COC(=O)c1c(NC(=O)COc2ccccc2Cl)sc2c1CCC(C(C)(C)C)C2 (stereo unspecified),14.4%,6.4%[10.9 µM],12.8%,-1.1%
Clc1ccc(Cn2cc(/C=N/n3cnnc3)c3ccccc32)cc1,6.8%,0.9%,0.4%,?
COc1ncc2ncc(=O)n(C3CC3)c2n1,10.1%,-4.6%,14.1%,-2.1%[11.4 µM]
COc1cc(CC(=O)Nc2ccc(S(=O)(=O)Nc3ncccn3)cc2)cc(OC)c1OC,-2.0%,-1.7%,0.6%,0.8%
CCOc1ccc(NC(=O)CN2C(=O)c3ccccc3Sc3ccc(C(=O)OC)cc32)cc1,-18.6%,-4.4%[10.9 µM],-1.5%,?
COCCNC(=O)C(c1cccs1)N(C(=O)Cn1nnc2ccccc21)c1cccc(C(C)=O)c1 (stereo unspecified),5.8%,-4.3%,3.6%,1.2%
Cc1ccc(Cl)cc1N1CCN(C(=O)CN2C(=O)c3cccc4cccc2c34)CC1,-8.6%,-19.4%,1.2%,4.8%
COc1ccc(Cl)cc1NC(=O)c1cc(S(=O)(=O)NC2CCCCCC2)ccc1F,-27.5%,28.6%[10.9 µM],-6.4%,?
Cc1oc(-c2ccccc2Cl)nc1CS(=O)CC(=O)N1CCN(c2cccc(C(F)(F)F)c2)CC1 (stereo unspecified),-23.1%,-17.9%[10.9 µM],?,-4.8%
Cc1cc(N2CCN(S(=O)(=O)c3ccc(Cl)cc3)CC2)c2ccccc2n1,28.2%,-18.0%,5.7%,?
COc1ccccc1CNC(=O)C(=O)NCC(c1cccs1)S(=O)(=O)c1ccc(F)cc1 (stereo unspecified),-7.7%,-9.5%[10.9 µM],3.9%,?
CCS(=O)(=O)c1ccccc1C(=O)N1CCN(c2nc3ccccc3s2)CC1,-9.4%,-6.4%[10.9 µM],2.7%,8.8%
CC1=C(C(=O)Nc2ccccc2)C(c2ccccc2Cl)n2ncc(C(=O)Nc3cccc(C)c3)c2N1 (stereo unspecified),-3.1%,5.4%[10.9 µM],4.1%,?
CCc1ccc(N2C(=O)CS(=O)(=O)C23C(=O)N(Cc2ccccc2F)c2ccccc23)cc1 (stereo unspecified),-10.2%,10.4%[10.9 µM],-3.7%,?
COc1cccc(NC(=O)CCSc2nnc3scc(-c4ccccc4)n23)c1,-1.9%,-12.1%,-9.4%,?
O=C(CC(C(=O)N1CCc2ccccc21)n1ccnc1)NCC1CCCO1 (stereo unspecified),2.9%,-4.6%,7.5%,4.9%
COc1ccc(NC(=O)c2ccc(NS(=O)(=O)c3c(C)noc3C)cc2)cc1OC,6.5%,0.0%,-10.0%,2.7%
CCOC(=O)c1cc2c(=O)n3ccccc3nc2n(CC2CCCO2)c1=NC(=O)c1ccc(C)cc1 (stereo unspecified),16.7%,-6.6%[10.9 µM],3.6%,3.0%
CCOc1ccc(Nc2oc(-c3ccco3)nc2C#N)cc1,-7.0%,-8.8%,-35.2%,-3.1%
Cc1ccc(CNC(=O)c2c(O)nc3ccccn3c2=O)cc1,0.9%,?,0.3%,0.1%
CCCNC(=O)C1CCC(Cn2c(=O)c3sccc3n(CC(=O)N(CC)CC)c2=O)CC1 (stereo unspecified),11.1%,12.3%[10.9 µM],-0.7%,0.0%
O=C(Nc1ccc2c(c1)OCO2)Oc1ccccc1,-22.2%,-10.8%,-20.8%,-2.1%
COc1ccccc1Nc1nn2c(=O)c3ccc(C(=O)NC4CCC(C)CC4)cc3nc2s1 (stereo unspecified),?,20.5%[10.9 µM],?,?
COc1ccc(C2CC(=O)Oc3c2c(=O)n(C)c2ccccc32)c(OC)c1OC (stereo unspecified),27.3%,12.0%[10.9 µM],0.1%,2.6%
COC(=O)c1ccc(CC(=O)c2ccc(O)cc2O)o1,9.8%,/,-1.8%,/
CCc1ccc(CNC(=O)CCc2c(C)nn(-c3ccc(N4CCCC4)nn3)c2C)cc1,-14.0%,-11.7%[10.9 µM],2.3%,0.9%
CC(=O)OC(COc1ccccc1)Cn1cnc2cc(C)c(C)cc21 (stereo unspecified),-6.0%,-0.6%[10.9 µM],8.9%,4.0%
